NFkB binder: binders of human NF-kappa-B p105; 17,000 compounds, 1.3% hits; Small molecule microarray, anti-His fluorescence binding; P19838; calls only;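 active = spot fluorescence over background significantly raised, with a chance value under 7% in all four replicate spots of the compound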;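 note: probe protein is his-tagged human p50 processed subunit at 1 µg/ml; raw spot fluorescence signals with no normalization applied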
Target sequence (P19838 1-433 limits assumed): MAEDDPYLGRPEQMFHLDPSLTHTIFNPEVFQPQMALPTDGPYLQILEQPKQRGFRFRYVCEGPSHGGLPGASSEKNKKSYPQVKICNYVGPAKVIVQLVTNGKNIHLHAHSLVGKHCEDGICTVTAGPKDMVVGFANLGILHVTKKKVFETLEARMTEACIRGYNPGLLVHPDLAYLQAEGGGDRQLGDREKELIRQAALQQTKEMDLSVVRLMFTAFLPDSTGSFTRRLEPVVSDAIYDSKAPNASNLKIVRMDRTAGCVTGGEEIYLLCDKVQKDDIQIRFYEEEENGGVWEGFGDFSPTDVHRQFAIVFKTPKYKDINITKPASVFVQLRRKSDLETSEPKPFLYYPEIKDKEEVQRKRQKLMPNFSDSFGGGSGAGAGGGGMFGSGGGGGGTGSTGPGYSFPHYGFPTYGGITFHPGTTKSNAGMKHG
Calls only. This is a subset; count on the stated rates, not on these rows.

What do the screens show for `Cc1noc(C)c1NC(=O)N(C)C[C@H]1Oc2c(NS(=O)(=O)c3cn(C)cn3)cccc2C(=O)N([C@H](C)CO)C[C@@H]1C`?
NFkB binder: inactive

How did COc1ccc(CN(C)C[C@@H]2Oc3c(NS(C)(=O)=O)cccc3C(=O)N([C@@H](C)CO)C[C@H]2C)cc1 do in these assays?
NFkB binder: inactive

What do the screens show for `COCCCNC(=O)[C@@]1(Cc2ccccc2I)c2ccccc2C(=O)N(Cc2ccccc2OC)[C@H]1c1ccc(CO)cc1`?
NFkB binder: inactive

Results for Cc1noc(C)c1S(=O)(=O)Nc1ccc2c(c1)CC(=O)N([C@H](C)CO)C[C@@H](C)[C@H](CN(C)Cc1ccc(-c3ccccc3)cc1)O2 ?
NFkB binder: inactive

How did C[C@@H]1CN([C@@H](C)CO)C(=O)Cc2cc(NC(=O)Cc3ccccc3)ccc2O[C@@H]1CN(C)C(=O)Nc1ccc2c(c1)OCO2 do in these assays?
NFkB binder: inactive

Results for C[C@H](CO)N1C[C@H](C)[C@H](CN(C)S(=O)(=O)c2ccc(-n3cccn3)cc2)OCc2cn(nn2)CCCC1=O ?
NFkB binder: inactive

What do the screens show for `COc1ccc(/C=C2\SC(=S)N(CCCC(=O)NC34CC5CC(CC(O)(C5)C3)C4)C2=O)cc1`?
NFkB binder: inactive

How did CNC[C@@H]1OCCCC[C@@H](C)Oc2ccc(NS(=O)(=O)c3cccs3)cc2C(=O)N([C@@H](C)CO)C[C@H]1C do in these assays?
NFkB binder: inactive

How did Cc1nc2nc[nH]n2c(=O)c1NS(=O)(=O)c1cccs1 do in these assays?
NFkB binder: inactive

Results for O=C(Nc1sccc1C(=O)N1CCOCC1)c1cc2ccccc2oc1=O ?
NFkB binder: inactive

How did COc1cc([N+](=O)[O-])cc(CN2CCN(CCO)CC2)c1O do in these assays?
NFkB binder: inactive

What do the screens show for `CC1=C(CO)C(=O)OC([C@@H](C)[C@H]2CCC3C4CC=C5C[C@@H](O[C@@H]6O[C@H](CO)[C@@H](O)[C@H](O)[C@H]6O)C[C@H](O)[C@]5(C)C4CC[C@@]32C)C1` (stereo partly drawn)?
NFkB binder: inactive

How did Cc1onc(-c2ccccc2)c1C(=O)Nc1cccc2nsnc12 do in these assays?
NFkB binder: inactive

Results for C[C@@H]1CN([C@H](C)CO)C(=O)c2cccc(NC(=O)C3CCOCC3)c2O[C@H]1CN(C)Cc1ccccc1 ?
NFkB binder: inactive

What do the screens show for `C[C@H]1CN([C@@H](C)CO)C(=O)c2cccc(NC(=O)C3CCOCC3)c2O[C@H]1CN(C)C(=O)Nc1cccc2ccccc12`?
NFkB binder: inactive

Results for C[C@@H]1CN([C@@H](C)CO)C(=O)c2cc(NS(=O)(=O)c3ccccc3)ccc2O[C@@H](C)CCCCO[C@@H]1CN(C)S(=O)(=O)c1cccs1 ?
NFkB binder: inactive

Results for CCCNC(=O)[C@H]1O[C@@H]1C(=O)N[C@H](C(=O)N1CCC[C@H]1C(=O)OC)C(C)CC (stereo partly drawn) ?
NFkB binder: inactive

Results for CC(=O)c1cccc(NC(=S)N2CCN(CCN3C(=O)c4cccc5cccc(c45)C3=O)CC2)c1 ?
NFkB binder: inactive

Results for CC(C)NC(=O)Nc1ccc2c(c1)C(=O)N([C@H](C)CO)C[C@@H](C)[C@@H](CN(C)S(=O)(=O)c1cccs1)OCCCC[C@H](C)O2 ?
NFkB binder: inactive

Results for COc1cc(O)c(C(=O)c2c(O)cc(C)cc2O)c(C(=O)O)c1 ?
NFkB binder: inactive

How did C[C@H](CO)N1C[C@H](C)[C@H](CN(C)C(=O)Nc2ccc(C(F)(F)F)cc2)Oc2c(NC(=O)Nc3cccc4ccccc34)cccc2C1=O do in these assays?
NFkB binder: inactive

How did COc1ccc2c(c1)c(=O)oc1cc(OCC(=O)Nc3cc(C)cc(C)c3)ccc12 do in these assays?
NFkB binder: inactive

How did C[C@@H]1CN([C@H](C)CO)C(=O)c2cc(N(C)C)ccc2O[C@@H](C)CCCCO[C@@H]1CN(C)C(=O)c1ccncc1 do in these assays?
NFkB binder: inactive

Results for O=S(=O)(c1cccc(NC(=S)NCc2ccco2)c1)N1CCOCC1 ?
NFkB binder: inactive

How did Cc1noc(C)c1NC(=O)N(C)C[C@@H]1Oc2ccc(NC(=O)Nc3cccc4ccccc34)cc2C(=O)N([C@@H](C)CO)C[C@H]1C do in these assays?
NFkB binder: inactive

How did C[C@@H]1CN([C@@H](C)CO)C(=O)c2cccc(NC(=O)C3CCOCC3)c2O[C@@H]1CN(C)Cc1ccccc1 do in these assays?
NFkB binder: inactive

How did C[C@H](CO)N1C[C@H](C)[C@H](CN(C)Cc2ccncc2)OCCCC[C@H](C)Oc2ccc(NC(=O)Nc3ccccc3)cc2C1=O do in these assays?
NFkB binder: inactive

How did C[C@H](CO)N1C[C@H](C)[C@@H](CN(C)C(=O)NC2CCCCC2)Oc2c(NC(=O)c3cnccn3)cccc2C1=O do in these assays?
NFkB binder: inactive

Results for COc1ccc(C2(CNC(=O)c3ccc(OC)c([N+](=O)[O-])c3)CCCC2)cc1OC ?
NFkB binder: inactive

How did CNC[C@@H]1Oc2ncc(-c3cc4ccccc4o3)cc2C(=O)N([C@H](C)CO)C[C@@H]1C do in these assays?
NFkB binder: inactive

What do the screens show for `C[C@H](CO)N1C[C@H](C)[C@H](CN(C)C(=O)Cc2ccccc2)OCCCC[C@H](C)Oc2ccc(NC(=O)Nc3ccccc3)cc2C1=O`?
NFkB binder: inactive

Results for COc1ccc(C)cc1S(=O)(=O)N(C)CC(=O)Nc1ccccc1SC ?
NFkB binder: inactive

What do the screens show for `O=C(CSc1nc2ccccc2c(=O)[nH]1)NCCO`?
NFkB binder: inactive

Results for C[C@H](CO)N1C[C@H](C)[C@@H](CN(C)C(=O)NC2CCCCC2)Oc2ccc(NC(=O)Nc3ccc4c(c3)OCO4)cc2CC1=O ?
NFkB binder: inactive

What do the screens show for `C[C@@H]1CCCCO[C@H](CN(C)Cc2ccncc2)[C@H](C)CN([C@H](C)CO)C(=O)c2cc(NC(=O)Nc3cccc4ccccc34)ccc2O1`?
NFkB binder: inactive

How did COP(=O)(OC)OC(c1ccc(Cl)cc1)P(=O)(OC)OC (stereo not drawn) do in these assays?
NFkB binder: inactive

How did COC(=O)c1c2oc(c1C(=O)OC)C(=O)N[C@H](Cc1ccccc1)Cn1cc(nn1)CNC(=O)[C@H](Cc1ccccc1)NC(=O)N[C@@H](CO)CC2 do in these assays?
NFkB binder: inactive

How did C[C@H]1CN([C@@H](C)CO)C(=O)c2cc(NC(=O)Cn3cnnn3)ccc2O[C@H]1CN(C)C(=O)NC1CCCCC1 do in these assays?
NFkB binder: inactive

Results for Oc1c(C(Nc2cccnc2)c2ccc(Cl)cc2)ccc2cccnc12 (stereo not drawn) ?
NFkB binder: inactive

Results for C[C@@H]1O[C@@H](OC[C@H]2O[C@@H](c3c(O)cc4oc(-c5ccc(O)c(O)c5)cc(=O)c4c3O)[C@H](O)[C@@H](O)[C@@H]2O)[C@H](O)[C@H](O)[C@H]1O ?
NFkB binder: inactive

How did Cn1c(SCC(=O)Nc2ccccc2[N+](=O)[O-])nc2ccccc2c1=O do in these assays?
NFkB binder: inactive

Results for C[C@@H]1CN([C@H](C)CO)C(=O)c2cccc(NS(=O)(=O)c3ccc(F)cc3)c2O[C@H]1CN(C)C(=O)NC1CCCCC1 ?
NFkB binder: inactive

Results for CC(C)NC(=O)N(C)C[C@@H]1OCCCC[C@@H](C)Oc2ccc(NS(=O)(=O)c3ccccc3)cc2C(=O)N([C@H](C)CO)C[C@H]1C ?
NFkB binder: inactive

How did C[C@@H]1CN([C@@H](C)CO)C(=O)c2cccc(NC(=O)Nc3ccc(C(F)(F)F)cc3)c2O[C@@H]1CN(C)C(=O)Nc1cccc2ccccc12 do in these assays?
NFkB binder: inactive

What do the screens show for `CC1(C)CC(=O)c2ccc(O)cc2O1`?
NFkB binder: inactive

What do the screens show for `Cc1noc(C)c1NC(=O)N(C)C[C@@H]1Oc2ccc(NS(=O)(=O)c3cn(C)cn3)cc2C(=O)N([C@H](C)CO)C[C@H]1C`?
NFkB binder: inactive

What do the screens show for `CNC[C@@H]1Oc2ccc(NC(=O)Nc3ccccc3)cc2CC(=O)N([C@H](C)CO)C[C@H]1C`?
NFkB binder: inactive

What do the screens show for `C/C=C1\C(O[C@@H]2O[C@H](CO)[C@@H](O)[C@H](O)[C@H]2O)OC=C(C(=O)OC)C1CC(=O)OC[C@H]1O[C@@H](OCCc2ccc(O)cc2)[C@H](OC(=O)CC2C(C(=O)OC)=COC(O[C@@H]3O[C@H](CO)[C@@H](O)[C@H](O)[C@H]3O)/C2=C\C)[C@@H](O)[C@@H]1O` (stereo partly drawn)?
NFkB binder: inactive

Results for COc1cccc(C(=O)COc2cccc(NC(=O)c3ccco3)c2)c1 ?
NFkB binder: inactive

Results for CC(C)NC(=O)Nc1cccc2c1O[C@H](CN(C)Cc1ccc(Cl)c(Cl)c1)[C@H](C)CN([C@H](C)CO)C2=O ?
NFkB binder: inactive

How did C[C@@H]1CCCCO[C@@H](CN(C)C(=O)C2CCCCC2)[C@@H](C)CN([C@@H](C)CO)C(=O)c2cc(NC(=O)Nc3ccccc3)ccc2O1 do in these assays?
NFkB binder: inactive

What do the screens show for `C[C@H]1CCCCO[C@@H](CN(C)C(=O)C2CCCCC2)[C@@H](C)CN([C@@H](C)CO)C(=O)c2cc(NC(=O)Nc3ccccc3)ccc2O1`?
NFkB binder: active

What do the screens show for `C[C@@H]1CCCCO[C@H](CN(C)S(=O)(=O)c2ccc(F)cc2)[C@H](C)CN([C@@H](C)CO)C(=O)c2cc(NC(=O)c3ccncc3)ccc2O1`?
NFkB binder: inactive

How did COc1ccc(CCNc2ncnc3nc[nH]c23)cc1OC do in these assays?
NFkB binder: inactive

Results for C[C@@H]1CN([C@@H](C)CO)C(=O)c2cccc(NC(=O)NC3CCCCC3)c2O[C@H]1CN(C)C(=O)NC1CCCCC1 ?
NFkB binder: inactive

Results for C[C@@H]1CN([C@@H](C)CO)C(=O)Cc2cc(NS(C)(=O)=O)ccc2O[C@@H]1CN(C)CC1CC1 ?
NFkB binder: inactive

What do the screens show for `C[C@@H]1CCCCO[C@H](CN(C)C)[C@@H](C)CN([C@H](C)CO)C(=O)c2cc(NC(=O)c3ccncc3)ccc2O1`?
NFkB binder: inactive

How did CNC[C@H]1OCCCC[C@H](C)Oc2ccc(NS(=O)(=O)c3c(C)noc3C)cc2C(=O)N([C@@H](C)CO)C[C@H]1C do in these assays?
NFkB binder: inactive

Results for C[C@@H]1CN([C@@H](C)CO)C(=O)c2cccc(NS(=O)(=O)c3cccs3)c2O[C@H]1CN(C)C(=O)Nc1cccc2ccccc12 ?
NFkB binder: inactive

What do the screens show for `C[C@@H]1CCCCO[C@H](CN(C)C(=O)c2ccncc2)[C@@H](C)CN([C@H](C)CO)C(=O)c2cc(NS(=O)(=O)c3ccc(F)cc3)ccc2O1`?
NFkB binder: inactive

How did C[C@@H]1CN([C@@H](C)CO)C(=O)c2cc(NS(=O)(=O)c3ccccc3)ccc2O[C@@H](C)CCCCO[C@H]1CN(C)C(=O)c1ccncc1 do in these assays?
NFkB binder: inactive

What do the screens show for `CNC[C@H]1Oc2ccc(NC(=O)CCN3CCOCC3)cc2C(=O)N([C@@H](C)CO)C[C@H]1C`?
NFkB binder: inactive

Results for C[C@H]1CN([C@@H](C)CO)C(=O)c2cc(NC(=O)CCN3CCOCC3)ccc2O[C@H]1CN(C)C(=O)Nc1ccc(C(F)(F)F)cc1 ?
NFkB binder: inactive

How did CNC[C@@H]1Oc2ccc(NS(=O)(=O)c3ccccc3)cc2C(=O)N([C@@H](C)CO)C[C@H]1C do in these assays?
NFkB binder: inactive

How did C[C@@H]1CN([C@@H](C)CO)C(=O)c2cccc(NC(=O)Nc3ccc(C(F)(F)F)cc3)c2O[C@H]1CN(C)S(=O)(=O)c1cccs1 do in these assays?
NFkB binder: inactive

Results for C[C@@H]1CN([C@@H](C)CO)C(=O)Cc2cc(NC(=O)c3ccncc3)ccc2O[C@@H]1CN(C)C(=O)Nc1ccc(F)cc1 ?
NFkB binder: inactive

What do the screens show for `C[C@@H]1CN([C@H](C)CO)C(=O)c2cc(N(C)C)ccc2O[C@@H]1CN(C)S(=O)(=O)c1ccccc1`?
NFkB binder: inactive

How did C[C@H]1CCCCO[C@@H](CN(C)S(=O)(=O)c2cccs2)[C@@H](C)CN([C@@H](C)CO)C(=O)c2cc(N(C)C)ccc2O1 do in these assays?
NFkB binder: inactive

Results for C[C@H](CO)N1C[C@H](C)[C@@H](CN(C)C(=O)Nc2ccc(C(F)(F)F)cc2)Oc2c(cccc2N(C)C)C1=O ?
NFkB binder: inactive

How did Cn1cc(SCC(=O)O)c2ccccc21 do in these assays?
NFkB binder: inactive

Results for O=C(O)CC(Cn1[nH]nnc1=S)c1ccccc1 (stereo not drawn) ?
NFkB binder: inactive

Among those listed so far, these have a thiophene ring, fused or not:
How did CNC[C@@H]1OCCCC[C@@H](C)Oc2ccc(NS(=O)(=O)c3cccs3)cc2C(=O)N([C@@H](C)CO)C[C@H]1C do in these assays?
NFkB binder: inactive

How did Cc1nc2nc[nH]n2c(=O)c1NS(=O)(=O)c1cccs1 do in these assays?
NFkB binder: inactive

Results for O=C(Nc1sccc1C(=O)N1CCOCC1)c1cc2ccccc2oc1=O ?
NFkB binder: inactive

Results for C[C@@H]1CN([C@@H](C)CO)C(=O)c2cc(NS(=O)(=O)c3ccccc3)ccc2O[C@@H](C)CCCCO[C@@H]1CN(C)S(=O)(=O)c1cccs1 ?
NFkB binder: inactive

Results for CC(C)NC(=O)Nc1ccc2c(c1)C(=O)N([C@H](C)CO)C[C@@H](C)[C@@H](CN(C)S(=O)(=O)c1cccs1)OCCCC[C@H](C)O2 ?
NFkB binder: inactive

Results for C[C@@H]1CN([C@@H](C)CO)C(=O)c2cccc(NS(=O)(=O)c3cccs3)c2O[C@H]1CN(C)C(=O)Nc1cccc2ccccc12 ?
NFkB binder: inactive

How did C[C@@H]1CN([C@@H](C)CO)C(=O)c2cccc(NC(=O)Nc3ccc(C(F)(F)F)cc3)c2O[C@H]1CN(C)S(=O)(=O)c1cccs1 do in these assays?
NFkB binder: inactive

How did C[C@H]1CCCCO[C@@H](CN(C)S(=O)(=O)c2cccs2)[C@@H](C)CN([C@@H](C)CO)C(=O)c2cc(N(C)C)ccc2O1 do in these assays?
NFkB binder: inactive
